NPY-Y1 antag: blocks the human neuropeptide Y Y1 receptor; AID 1040; inhibition, % at 3.6 µM; 200,000 tested, 1% active; HEK293-CNG Y1 cells, membrane potential fluorescence; NPY at EC95, then isoproterenol;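 active = inhibition above the campaign mean inhibition of all tested compounds plus 3 SD, cut at about 20% in these data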;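 note: 0% = DMSO wells given NPY plus isoproterenol and 100% = isoproterenol alone without NPY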
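Material: HEK293 cells co-expressing NPY Y1 receptor and cyclic-nucleotide gated channel. Timing: compound incubation 1 h at room temperature, readout 45 min post-stimulation. Signal: fluorescence, membrane potential probe.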
NPY1 pot ag: potentiators or agonists of human neuropeptide Y receptor Y1. activation, % at 3.6 µM. NPY-Y1 expressing cells, potentiator/agonist activation. AID 1304. 220,000 tested, 0.37% active. P25929; in the data active = activation above about 33%, passing the limit was not always enough;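 note: cells stimulated with NPY at EC10 then isoproterenol at EC100; 0% = low agonist plus stimulus and 100% = saturating agonist plus stimulus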
PGE2 EP2 inh: inhibitors of human EP2 prostaglandin E2 receptor; inhibition, % at 25 µM; C6 glioma cells expressing human EP2, cAMP TR-FRET; cells stimulated with saturating PGE2; AID 1422; P43116; 260,000 tested, 0.52% active;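 active = percent inhibition above 40 after rounding to a whole number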;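 note: rat C6 glioma host cells with rolipram phosphodiesterase inhibitor present; the protocol text gives 20 µM as final concentration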
Target sequence (P43116 whole entry, looked up): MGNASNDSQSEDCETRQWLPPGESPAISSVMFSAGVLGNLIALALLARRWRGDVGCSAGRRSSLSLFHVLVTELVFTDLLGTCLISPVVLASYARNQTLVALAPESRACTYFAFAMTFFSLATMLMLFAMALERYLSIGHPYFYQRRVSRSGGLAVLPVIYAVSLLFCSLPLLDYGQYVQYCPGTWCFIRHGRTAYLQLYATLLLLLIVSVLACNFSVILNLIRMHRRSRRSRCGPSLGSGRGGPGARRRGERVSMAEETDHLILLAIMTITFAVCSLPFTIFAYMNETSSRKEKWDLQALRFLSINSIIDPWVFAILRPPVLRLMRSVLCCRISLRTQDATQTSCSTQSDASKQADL
CHOP inhibitor: CHOP inhibition in unfolded protein response; AID 2732; CHO-K1 CHOP-promoter luciferase, tunicamycin-induced, 15-18 h; inhibition, % at 10 µM; 220,000 tested, 3.8% active;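 active = compounds that reduced the stress-induced luciferase reporter signal by more than about 70% of percent inhibition, limit read from the data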;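 note: 0% = tunicamycin plus vehicle and 100% = wells without tunicamycin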
PPC-1+TRAIL kill: PPC-1 cancer cell killing with TRAIL present. PPC-1 cells + TRAIL, ATPLite viability luminescence. cell killing (% activity), % at 4 µM. 220,000 tested, 0.41% active;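 active = cell killing above 50% in the first pass at 4 µM, then a duplicate retest at 5 µM averaging 50% or more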;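 note: plate controls were cells with TRAIL plus DMSO for no effect and medium-only wells lacking cells for full effect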
14-3-3 Bad inh: disrupts binding of bovine 14-3-3 zeta to phospho-Bad peptide; TR-FRET 14-3-3zeta/Dy647-pBad peptide displacement, 1 h; 220,000 tested, 0.71% active; inhibition, % at 21.7 µM;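 active = inhibition above about 70%, limit read from the data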;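 note: 0% = full 14-3-3 plus peptide FRET controls and 100% = background without 14-3-3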
TRPN1 ag: agonists of zebrafish TRPN1 channel | HEK293 zebrafish TRPN1-YFP, Fluo-8 calcium fluorescence; 100% = response to 87 µM carbachol | activation, % at 3 µM | 220,000 tested, 0.18% active | AID 1424;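 active = activation above its plate's cutoff, the mean activation of test wells on that plate plus 3 SD, cut at about 19% in these data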;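 note: 0% = DMSO alone and 100% = 87 µM carbachol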
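Material: zebrafish TRPN1-YFP in HEK293 cells. Doses: one dose of 3 µM, 0.3% DMSO. Incubation: dye 1 h 37 °C plus 30 min RT. Measured by: intracellular calcium fluorescence with Fluo-8.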
TRPML3 agonist: activates the human TRPML3 channel; Q8TDD5; HEK293 TRPML3-YFP, Fluo-8 calcium fluorescence; 100% = the carbachol control signal; activation, % at 3 µM; 220,000 tested, 0.29% active; AID 1448;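 active = activation above its plate's cutoff, the mean activation of the plate's test wells plus 3 SD, cut at about 12% in these data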;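 note: 0% = DMSO only wells and 100% = carbachol wells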
Target sequence (Q8TDD5 whole entry, looked up): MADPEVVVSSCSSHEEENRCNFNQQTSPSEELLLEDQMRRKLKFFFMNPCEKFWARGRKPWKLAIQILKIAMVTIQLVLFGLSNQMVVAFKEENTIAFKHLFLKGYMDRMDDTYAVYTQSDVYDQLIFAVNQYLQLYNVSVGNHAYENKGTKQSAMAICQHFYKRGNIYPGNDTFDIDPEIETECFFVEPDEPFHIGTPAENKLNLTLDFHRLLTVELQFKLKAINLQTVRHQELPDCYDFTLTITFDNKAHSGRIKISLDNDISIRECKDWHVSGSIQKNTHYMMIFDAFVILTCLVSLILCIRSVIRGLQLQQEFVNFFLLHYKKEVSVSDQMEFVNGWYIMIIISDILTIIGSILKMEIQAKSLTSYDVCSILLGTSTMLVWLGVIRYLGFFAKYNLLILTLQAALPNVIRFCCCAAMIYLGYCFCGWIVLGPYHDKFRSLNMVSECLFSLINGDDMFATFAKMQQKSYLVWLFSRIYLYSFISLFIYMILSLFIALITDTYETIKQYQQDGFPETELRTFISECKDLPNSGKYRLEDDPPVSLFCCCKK
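system = HEK293 cells stably carrying human TRPML3-YFP | doses = one concentration, 3 µM nominal, 0.3% DMSO | timing = dye loading 1 h 37 °C then 30 min ambient, 125 s read | detection = Fluo-8 calcium dye fluorescence, ex 470-495, em 515-575 nm | benchmarks = high control carbachol 87 µM, low control DMSO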
EP2 mod: EP2 receptor (human) modulation; EP2-expressing cells, cAMP HTRF FRET, PGE2 co-stimulation; AID 940; induction, % at 25 µM; 260,000 tested, 0.83% active;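 active = compounds whose cAMP rise, as percent of the full-agonist control response, exceeds 60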;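 note: rat C6 glioma line stably carrying human EP2 under a CMV promoter; the protocol text gives 20 µM as final concentration; 100% = response of wells given 1 µM PGE2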
* = called active by the depositor; x = no result given; & = joins results of further samples; [ ] = another dose, or the depositor's remark.

No.	molecule	NPY-Y1 antag	NPY1 pot ag	PGE2 EP2 inh	CHOP inhibitor	PPC-1+TRAIL kill
1	COCCNC(=O)Cn1nc(C)c2ccccc2c1=O	0	14	10	6	0
2	O=S(=O)(Nc1ccc(S(=O)(=O)N2CCCCCC2)cc1)c1cccs1	9	3	4	28	16
3	Nc1nnn(CC(=O)N/N=C/c2ccccc2Cl)n1	x	9	5	-9	1
4	CCOC(=O)c1c(C)[nH]c2cc(Br)c(OC)cc12	-4	-7	17	63	4
5	CCSc1nnc(-c2cccnc2)n1-c1ccc(Cl)c(C)c1	2	-13	4	-12	-6
6	Cc1ccc(C(c2nnnn2C(C)(C)C)N2CCC(C)CC2)cc1 (centres undefined)	20	-17	8	1	13
7	O=C(N/N=C/c1ccco1)c1cc(-c2cccc(Br)c2)nc2ccccc12	8	4	14	7	13
8	COc1cc([N+](=O)[O-])cc(/C=N/NC(=O)Cn2nc(C)cc2C)c1O	x	-19	9	18	2
9	Cc1ccc(C)c2sc(NC(=O)c3ccc(N4CCCCC4)c([N+](=O)[O-])c3)nc12	0	-16	11	44	9
10	CCn1c(C(C#N)/C(=N\S(=O)(=O)c2cccs2)c2ccccc2)nc2ccccc21 (centres undefined)	6	-8	10	-14	9
11	COCCn1c(SCC(=O)NC(=O)NC(C)(C)C)nc2ccccc21	8	0	12	19	-1
12	CC(=O)Oc1ccc(/C=N/NS(=O)(=O)c2ccccc2)cc1	2	9	3	9	13

No.	14-3-3 Bad inh	TRPN1 ag	TRPML3 agonist	EP2 mod
1	2	1.2	0.9	21
2	8	-2.5	-1.6	4
3	1	-0.9	0.8	-27
4	-6	-2.5	-0.7	1
5	-3[fluorescence artefact?]	-1.2	0.0	7
6	-2[fluorescence artefact?]	-1.4	-1.2	28
7	5[fluorescence artefact?]	3.2	1.0	17
8	-1	0.1	-0.3	-13
9	10	0.6	0.4	15
10	8	0.1	0.8	40
11	0[fluorescence artefact?]	-0.1	0.3	15
12	2	0.4	0.3	29

7 compounds out of the list, ordered by length of the SMILES, high to low.
No.	molecule	NPY-Y1 antag	NPY1 pot ag	PGE2 EP2 inh	CHOP inhibitor	PPC-1+TRAIL kill
10	CCn1c(C(C#N)/C(=N\S(=O)(=O)c2cccs2)c2ccccc2)nc2ccccc21 (centres undefined)	6	-8	10	-14	9
8	COc1cc([N+](=O)[O-])cc(/C=N/NC(=O)Cn2nc(C)cc2C)c1O	x	-19	9	18	2
7	O=C(N/N=C/c1ccco1)c1cc(-c2cccc(Br)c2)nc2ccccc12	8	4	14	7	13
11	COCCn1c(SCC(=O)NC(=O)NC(C)(C)C)nc2ccccc21	8	0	12	19	-1
12	CC(=O)Oc1ccc(/C=N/NS(=O)(=O)c2ccccc2)cc1	2	9	3	9	13
4	CCOC(=O)c1c(C)[nH]c2cc(Br)c(OC)cc12	-4	-7	17	63	4
3	Nc1nnn(CC(=O)N/N=C/c2ccccc2Cl)n1	x	9	5	-9	1

No.	14-3-3 Bad inh	TRPN1 ag	TRPML3 agonist	EP2 mod
10	8	0.1	0.8	40
8	-1	0.1	-0.3	-13
7	5[fluorescence artefact?]	3.2	1.0	17
11	0[fluorescence artefact?]	-0.1	0.3	15
12	2	0.4	0.3	29
4	-6	-2.5	-0.7	1
3	1	-0.9	0.8	-27

Additional results.
No.	molecule	NPY-Y1 antag	NPY1 pot ag	PGE2 EP2 inh	CHOP inhibitor	PPC-1+TRAIL kill
13	CN1CC=C2C(C#N)=C(N)C(C#N)(C#N)C(CCc3ccccc3)C2C1 (centres undefined)	2	6	14&15	31	12
14	CC1CN(CC(O)COC(c2ccccc2)c2ccccc2)CC(C)O1 (centres undefined)	5	-12	5	6	-13
15	O=c1[nH]c(CSc2nnnn2-c2ccccc2)nc2ccccc12	-1	4	3	14	12
16	CC1(C)CC(=O)C=C(NCc2cccnc2)C1	-4	15	8	-10	9
17	O=C(O)c1ccc2c(c1)C(c1ccccc1)OC2=O (centres undefined)	5	1	8	0	-20
18	O=C(OCC(=O)N1CCCCCC1)c1ccc(Cl)c(S(=O)(=O)N2CCCC2)c1	4	7	9	-5	11
19	Cc1nnsc1S(=O)(=O)Cc1ccccc1Cl	3	-3	2	5	4
20	Cc1cccc(C(CC(=O)NCc2ccco2)c2ccccc2)c1O (centres undefined)	1	-10	7	-6	38
21	CC[C@H]1OC(=O)[C@H](C)[C@@H](O[C@H]2C[C@@](C)(OC)[C@@H](O)[C@H](C)O2)[C@H](C)[C@@H](O[C@@H]2O[C@H](C)C[C@H](N(C)C)[C@H]2O)[C@](C)(OC)C[C@@H](C)C(=O)[C@H](C)[C@@H](O)[C@]1(C)O	0	17	12&10	3	13
22	COc1ccc(N2C(=O)C3C(c4ccc(OC)cc4O)NC(Cc4ccccc4)(C(=O)O)C3C2=O)cc1 (centres undefined)	0	5	4	3	-9
23	CC(C)NC(=O)NC(=O)CSc1nnc(-c2ccccc2F)n1N	-1	1	3	-22	11
24	CC(Oc1ccccc1)C(=O)NC1CC(C)(C)NC(C)(C)C1 (centres undefined)	3	12	9	-7	18

No.	14-3-3 Bad inh	TRPN1 ag	TRPML3 agonist	EP2 mod
13	-12[fluorescence artefact?]	2.7	2.2	-30&-51
14	-2[fluorescence artefact?]	-2.7	0.0	5
15	0	-1.5	0.1	0
16	49	-0.5	0.6	-4
17	11	0.0	0.7	-3
18	-11	8.1	2.3	-55
19	1	-0.3	0.3	2
20	-3	-2.8	-0.8	34
21	-3	0.4	0.6	20
22	1	-0.1	0.8	17
23	-5	0.9	0.9	22
24	-13	0.4	0.0	-1

More results.
No.	molecule	NPY-Y1 antag	NPY1 pot ag	PGE2 EP2 inh	CHOP inhibitor	PPC-1+TRAIL kill
25	Cc1ccc(S(=O)(=O)N2C(=O)CCC2C(=O)Nn2cnnc2)cc1 (centres undefined)	3	-1	7	40	-8
26	O=c1oc(-c2cccs2)nc2sc3c(c12)CCC3	6	-8	5	18	-9
27	CN(CCO)c1cc(NCCCN2CCC(Cc3ccccc3)CC2)c2nonc2c1[N+](=O)[O-]	-2	51*	6	-11	17
28	Cc1cccc(Oc2nc(-c3ccccc3)cc(C)c2S(C)(=O)=O)c1C	17	-21	16	64	8
29	COc1cccc(NS(=O)(=O)c2ccc3c(c2)n(C)c(=O)c(=O)n3C)c1	7	2	0	34	20
30	COc1ccc(-c2nn(-c3ccccc3)cc2/C=N/Nc2ccccn2)cc1	-4	18	8	67	17
31	COc1cc2ncc(S(=O)(=O)c3ccccc3)c(N3CCC4(CC3)OCCO4)c2cc1OC	6	-9	6	12	27
32	O=C(Cn1nnc(-c2ccc(N3CCOCC3)cc2)n1)N1CCOCC1	x	23	7&5	-9	44
33	COc1cc(C)c(NC(=S)Nc2cccc(Cl)c2C)cc1OC	-3	-7	9	0	2
34	CCOC(=O)Cc1ncccc1C(=O)Nc1ccc(OC(F)(F)F)cc1	2	6	8	-12	0
35	Cc1cc(/C=C(\C#N)C(=O)OCC(=O)NC(=O)NC(C)(C)C)c(C)n1CCC(C)C	4	-21	14	32	26
36	FC(F)(F)c1nc(=S)c2ccccc2[nH]1	3	-1	17	-10	20

No.	14-3-3 Bad inh	TRPN1 ag	TRPML3 agonist	EP2 mod
25	25	1.1	1.1	35
26	-1	0.8	0.7	6
27	-7	-2.4	-0.1	-21
28	0	-0.9	-0.3	72*
29	-10	2.0	0.5	12
30	1	0.8	0.7	-35
31	-2	1.7	0.6	9
32	7	0.9	-0.5	7&19
33	4	-0.2	0.0	-1
34	-4	1.1	0.4	5
35	-3	-0.5	0.2	28
36	-2	1.4	0.8	71*

Continuation.
No.	molecule	NPY-Y1 antag	NPY1 pot ag	PGE2 EP2 inh	CHOP inhibitor	PPC-1+TRAIL kill
37	NNC(=O)COc1cccc(C(F)(F)F)c1	2	29	10	12	18
38	N/C(=N\OC(=O)COc1ccc2ccccc2c1Br)c1ccccn1	13	-24	22	-9	10
39	C=CCn1c(SCC(=O)NCC)nnc1-c1cc2c(s1)CCC(CC)C2 (centres undefined)	10	2	11	23	1
40	COC(=O)C1=C(N)N(c2ccc(F)cc2)C2=C(C(=O)CCC2)C1c1ccc2c(c1)OCO2 (centres undefined)	-7	18	x	-6	8
41	O=C(CC1S/C(=N/N=C/c2cccs2)NC1=O)Nc1ccc(Cl)cc1 (centres undefined)	-5	-1	8	94*	-2
42	CC(=O)Nc1cccc(C2=CC(c3ccco3)n3ncnc3N2)c1 (centres undefined)	3	9	8	15	9
43	Cc1cccc(Nc2nc(-c3ccccn3)cs2)n1	8	-16	6	-64	7
44	OCCC1CN(Cc2cc3c(cc2Cl)OCO3)CCN1C1CCCCC1 (centres undefined)	1	-2	7	10	17
45	CN(C)S(=O)(=O)c1cc(NC(=O)CNCCN2CCOCC2)ccc1Cl	x	-9	6	4	1
46	CC(C)COc1ccc(CN=C(N)N=C(N)N)cc1Cl	4	11	13	5	5
47	Cn1cc(C(=O)NCCN2CCN(c3cccc(Cl)c3)CC2)c2c3ccccc3n(C)c2c1=O	-1	11	x	38	7
48	CC(C)c1ccc2c(c1)C1(NN=C(c3ccccc3)S1)C(=O)N2 (centres undefined)	-2	-14	11&1	105*	6

No.	14-3-3 Bad inh	TRPN1 ag	TRPML3 agonist	EP2 mod
37	-8	-0.9	0.7	28
38	-6	-0.4	0.0	62*
39	-4	-0.6	-0.5	39
40	-9	-0.6	-0.3	13
41	8	1.6	1.0	3
42	-26	4.6	4.1	-24
43	-8	-0.8	0.5	-38
44	-14	-1.1	0.3	-13
45	16	1.2	0.4	6
46	-4[fluorescence artefact?]	-1.4	0.3	-5
47	3	0.1	1.1	-15
48	-8[fluorescence artefact?]	-0.2	-0.1	24&28

Continuation:
No.	molecule	NPY-Y1 antag	NPY1 pot ag	PGE2 EP2 inh	CHOP inhibitor	PPC-1+TRAIL kill
49	Cc1cc(C)c(NC(=O)COC(=O)CCc2ccc(S(=O)(=O)N3CCCCC3)cc2)c(C)c1	5	-5	9	7	8
50	CCOC(=O)c1c(NC(=O)CSc2nnc(Cc3ccccc3)o2)sc(C(C)=O)c1C	-3	1	17	13	-7
51	Cc1ccc(NC(=S)N(CCCN2CCCC2)Cc2cccn2Cc2ccc(Cl)cc2)cc1C	6	-30	3	53	1
52	CC(O)c1cccc(NC(=O)C2CCCCC2)c1 (centres undefined)	-4	7	7	-11	1
53	Nc1ccc(CN2CCCCCC2)cc1	5	0	11&9	5	6
54	COC(=O)c1ccc(NC(=O)CN2C(=O)CSC2=O)cc1	0	-6	9&7	-14	28
55	O=C(O)C1(P(=O)(c2ccc(Cl)cc2)c2ccc(Cl)cc2)CCCC1	-3	6	6	4	4

No.	14-3-3 Bad inh	TRPN1 ag	TRPML3 agonist	EP2 mod
49	3	1.9	0.7	10
50	8	0.3	-0.5	13
51	-9	-0.8	0.6	-8
52	-18	-0.6	-0.7	20
53	-5	1.0	0.2	10&4
54	-16[fluorescence artefact?]	1.9	0.0	-12&-12
55	-14	-0.1	1.2	21

Screening results deposited in PubChem BioAssay by several laboratories.

The list is partial; count on the stated rates, not on these rows.
